Screening results deposited in PubChem BioAssay by National Center for Advancing Translational Sciences (NCATS).
Menin MLL FP TR = inhibitors of human menin-MLL interaction, mutant MLL peptide; O00255; Menin + Texas Red MLL mutant peptide, fluorescence polarization; Potency, µM (doses to about 61.6 µM), inactives show top-dose FP activity change, negative = inhibition, usual class: inhibitors; 270,000 compounds, 0.23% hits; active = well fitted inhibition curve with a large enough effect in the polarisation, with a control signal flat, not every such curve was filed as active; inconclusive = small, poorly fitted or top-dose-only effect, or effect the other way, or a change in a side signal; inactive = no such curve, though single readings can be large or run the other way; the % refers to the polarisation; also: potency is read from the fitted curve at half-maximal effect; % of control where 0% means no effect; many of its hits are not listed in these tables
PTAP TSG101 blk = blocks PTAP/TSG101 interaction to inhibit HIV-1 budding. Q99816. Fluorescence polarization, FITC-PTAP peptide / Tsg101 binding. Potency, µM (highest dose often 115 µM), for the others: top-dose activity change, negative = inhibition, hits mostly inhibitors. 340,000 tested, under 10 active; active = well fitted inhibition curve with a large enough effect in the main read-out, with a control signal flat, not every such curve was filed as active; inconclusive = small, poorly fitted or top-dose-only effect, or effect the other way, or a change in a side signal; inactive = no such curve, though single readings can be large or run the other way; also: potency is read from the fitted curve at half-maximal effect; % of control where 0% means no effect
Target sequence (Q99816 whole entry, looked up): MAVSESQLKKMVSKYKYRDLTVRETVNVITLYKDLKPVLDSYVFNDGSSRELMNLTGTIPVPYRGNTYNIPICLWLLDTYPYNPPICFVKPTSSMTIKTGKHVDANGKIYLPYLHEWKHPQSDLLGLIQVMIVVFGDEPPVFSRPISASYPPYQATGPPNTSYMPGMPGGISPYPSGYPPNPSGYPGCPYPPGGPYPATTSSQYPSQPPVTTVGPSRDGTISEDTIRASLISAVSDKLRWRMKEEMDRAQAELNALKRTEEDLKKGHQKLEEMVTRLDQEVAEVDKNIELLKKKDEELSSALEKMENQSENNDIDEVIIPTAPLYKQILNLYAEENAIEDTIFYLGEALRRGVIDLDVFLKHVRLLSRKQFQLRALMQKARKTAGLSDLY
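Fluorescence polarization binding of Tsg101 binding domain (10 uM final) to FITC-labeled PTAP peptide (50 nM final) in HEPES pH 7.5 buffer with NaCl, Tween 20, EDTA, TCEP. Compounds added before peptide; binding 20 min at RT.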
ASM inhibitor = inhibitors of human secretory acid sphingomyelinase; P17405; placental ASM, HMU-PC fluorogenic substrate, 60 min; Potency, µM (titrated, usually from 57.5 µM), for the others: at the highest dose activity change, negative = inhibition, usual class: inhibitors; 340,000 compounds, 0.006% hits; also: potency is read from the fitted curve at half-maximal effect
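Human placenta-derived ASM preincubated with compound 10 min at room temperature, then reacted with 9 uM (final) fluorogenic HMU-PC substrate for 60 min at 37 C. Stop solution raises pH to 10; fluorescence read at Ex 386/Em 447 nm.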
a7 integrin act = activators of alpha7 integrin expression for muscular dystrophy; alpha7betagal myoblasts, beta-gal FDG fluorescence, 48 h; Potency, µM (series often up to 38.3 µM), for the others: at the top dose activation, hits mostly activators; 350,000 compounds, 0.064% hits; AID 624291;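 also: potency is read from the fitted curve at half-maximal effect; 100% = response of the positive control SU9516; nearly all actives have a fitted effect of over 60% in size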
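Alpha7betagal+/- myoblasts (passage 13) were plated 16-24 hr, then exposed to compounds (1:260 dilution of DMSO stock) for 48 hours at 37C. After MPER lysis, β-galactosidase reporter activity was read as FDG fluorescence (ex 480/em 540) after 30 minutes.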
Mito fusion yeast = mitochondrial division inhibition or fusion activation; S. cerevisiae fusion-defective mutant growth rescue, CellTiterGlo 48 h; 320,000 compounds, 0.23% hits; Potency, µM (titrated, usually from 46.1 µM), for inactives: at the highest dose growth rescue (activation), actives largely listed as activators;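 also: potency is read from the fitted curve at half-maximal effect; % of control where 0% means no effect; nearly all actives have a fitted effect of over 45% in size; temperature-sensitive fusion mutants such as fzo1-1 at 37 °C on non-fermentable ethanol glycerol medium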
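S. cerevisiae fusion-defective temperature-sensitive mutants (e.g. fzo1-1, mgm1-5) grown 48 h at 37C in YPEG (ethanol/glycerol non-fermentable) medium with 23 nl compound per well; growth rescue read as CellTiterGlo luminescence.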
A-T KAP1 phos = potential ataxia-telangiectasia treatment; […] A-T fibroblasts, KAP-1 phosphorylation AlphaLISA; neocarzinostatin DNA damage 30 min before lysis; Potency, µM (highest dose often 57.5 µM), for the others: at the highest dose activation, most hits filed as activators; 320,000 compounds, 0.19% hits; AID 485349; also: potency is read from the fitted curve at half-maximal effect; % of control where 0% means no effect; nearly all actives have a fitted effect of over 45% in size
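hTERT-immortalized A-T patient fibroblasts ([…]), 500 cells/well in OPTI-MEM, 1% FBS, got compounds for 60 min, then NCS for 30 min at 37C. Lysates were then assayed for phospho-KAP-1 by AlphaLISA (anti-pKAP1 donor, anti-KAP1 acceptor beads), 6 hr at 25C.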
TSHR antag = antagonists of human thyroid stimulating hormone receptor; activity change, negative = inhibition, % at 11.5 µM; P16473; TSHR-expressing cells, TSH-stimulated cAMP HTRF, 2 h; stronger effect = lower value; 330,000 compounds, 0.2% hits; AID 504810;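 active = activity change below a set negative limit, meaning inhibition stronger than a set level, cut at about -70% in these data; inconclusive = activity change between two set negative limits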; also: % is scaled to controls: 0 for no effect and ±100 for the full control effect
Target sequence (P16473 whole entry, looked up): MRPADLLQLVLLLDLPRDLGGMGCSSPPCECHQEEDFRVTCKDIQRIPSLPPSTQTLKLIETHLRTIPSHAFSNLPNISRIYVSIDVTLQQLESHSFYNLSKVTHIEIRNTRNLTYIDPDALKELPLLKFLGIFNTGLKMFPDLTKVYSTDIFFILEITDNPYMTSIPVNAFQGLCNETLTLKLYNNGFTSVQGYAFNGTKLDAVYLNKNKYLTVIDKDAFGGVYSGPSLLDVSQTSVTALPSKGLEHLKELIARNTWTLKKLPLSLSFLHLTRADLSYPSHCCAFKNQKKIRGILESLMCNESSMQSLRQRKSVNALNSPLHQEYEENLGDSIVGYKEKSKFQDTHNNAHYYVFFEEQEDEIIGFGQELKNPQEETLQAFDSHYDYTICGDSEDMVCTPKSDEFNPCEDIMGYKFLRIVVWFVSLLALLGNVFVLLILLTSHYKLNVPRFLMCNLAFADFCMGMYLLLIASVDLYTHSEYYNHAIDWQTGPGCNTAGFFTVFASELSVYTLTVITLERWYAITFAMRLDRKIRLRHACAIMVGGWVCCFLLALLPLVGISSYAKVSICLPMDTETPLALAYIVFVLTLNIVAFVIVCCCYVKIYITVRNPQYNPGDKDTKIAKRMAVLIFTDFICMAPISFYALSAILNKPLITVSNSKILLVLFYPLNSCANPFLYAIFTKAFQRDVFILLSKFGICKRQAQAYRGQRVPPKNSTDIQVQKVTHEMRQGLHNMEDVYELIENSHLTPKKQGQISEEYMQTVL
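Read-out is FRET at 665 nm (cryptate excitation 337 nm) from a cryptate-tagged anti-cAMP antibody, competed by cell cAMP against cAMP-d2. Compounds are tested on freshly harvested TSHR cells challenged with 4nM TSH (EC80) for 2 hours at 37 deg C.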
TCR activator = T cell receptor activation; AID 504894; 330,000 tested, under 10 active; Potency, µM (series often up to 9.22 µM), for inactives: at the top dose activation of IL-2 secretion, usual class: activators; primary human leukocytes, anti-CD3, IL-2 HTRF, 48 h; also: % of control where 0% means no effect
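Primary human leukocytes incubated 48 hr with anti-CD3 beads plus compound, without co-stimulation. Secreted IL-2 measured by HTRF (europium cryptate/d2 anti-IL-2 pair, 320 nm excitation, 665 nm emission).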
CXXC DNA block = blocks binding of human MLL CXXC domain to DNA; Q03164; MLL-CXXC / FITC-HOXA9 DNA fluorescence polarization; Potency, µM (highest dose often 115 µM), for inactives: at the top dose activity change, negative = inhibition, most hits filed as inhibitors; 290,000 compounds, 0.037% hits; AID 2662; active = well fitted inhibition curve with a large enough effect in the polarisation, with a control signal flat, not every such curve was filed as active; inconclusive = small, poorly fitted or top-dose-only effect, or effect the other way, or a change in a side signal; inactive = no such curve, though single readings can be large or run the other way; the % refers to the polarisation; also: potency is read from the fitted curve at half-maximal effect
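Purified MLL-CXXC (added from a 7 uM solution) was preincubated 5 min at ambient with pinned compounds in 50 mM Tris-HCl pH 7.5, 50 mM NaCl, 1 mM DTT, 0.05% BSA. Fluorescein-labeled HOX-A9 DNA (50 nM solution) followed, 30 min, then polarization read.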
MBNL1-CUG inh = blocks human MBNL1 binding to CUG repeat RNA; Q9NR56; TR-FRET MBNL1-His/biotin-(CUG)12 binding, 665/545 ratio; Potency, µM (series often up to 57.5 µM), without a hit: top-dose activity change, negative = inhibition, actives largely listed as inhibitors; 280,000 compounds, 0.036% hits; AID 2675; active = well fitted inhibition curve with a large enough effect in the signal ratio, with a control signal flat, not every such curve was filed as active; inconclusive = small, poorly fitted or top-dose-only effect, or effect the other way, or a change in a side signal; inactive = no such curve, though single readings can be large or run the other way; the % refers to the signal ratio; also: potency is read from the fitted curve at half-maximal effect; % is scaled to controls: 0 for no effect and ±100 for the full control effect
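Compounds (final 92 nM to 58 uM) are added to His-tagged MBNL1 and biotin-(CUG)12, then terbium anti-His antibody and streptavidin-XL665 (5 nM final). After 60 min at room temperature, the 665/545 nm ratio is read.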
Active calls of the source: *; ? = inconclusive; nt = no result given; [ ] = remark or other dose. Unless noted, calls follow the shape of the dose curve; as a rule, active = well fitted curve in the direction sought with a large enough effect; inconclusive = small, poorly fitted or top-dose-only effect, or another doubt; inactive = no such curve, though single readings can be large; an effect the other way counts as inactive or inconclusive. An excerpt; rates above refer to the full screens.

SMILES | Menin MLL FP TR | PTAP TSG101 blk | ASM inhibitor | a7 integrin act | Mito fusion yeast | A-T KAP1 phos | TSHR antag | TCR activator | CXXC DNA block | MBNL1-CUG inh
O=c1[nH]nc(-c2ccc(F)cc2)cc1Cc1ccccc1 | nt | -1% | 2% | 1% | 16% | 8% | 3 | 2% | 13% | -4%
CCS(=O)(=O)c1nnnn1-c1ccccc1S(C)(=O)=O | 10% | nt | 3% | -47%[inhibitor] | -19% | -2% | 25 | nt | -4% | -11%
CCC/C=N/Nc1nc2ccccc2s1 | 25% | -1% | -1% | 1% | -6% | 3% | 4 | -4% | 4% | -15%
CN(C)C(CNC(=O)Cc1cccc(C(F)(F)F)c1)c1ccco1 (configuration not stated) | 0% | 1% | 8% | 0% | -6% | -1% | 21 | -3% | 12% | -4%
CNC(=S)NC1(C)CCS(=O)(=O)C1 (configuration not stated) | nt | -2% | 5% | 23% | 2% | 12% | -10 | -8% | 9% | -4%
Cc1ccc(NNC(=O)c2ccno2)cc1C | nt | -1% | -1% | -20% | -3% | 5% | -2 | -4% | -5% | nt
COc1ccc(-c2nnsc2N2C(=O)c3ccccc3C2=O)cc1 | nt | 0% | 2% | -6% | -2% | 0% | -6 | -3% | 11% | 4%
CCc1cc(CNC(=O)CC2C(=O)NCCN2Cc2c(F)cccc2Cl)on1 (configuration not stated) | 2% | -5% | 3% | -19% | 0% | -1% | -1 | -5% | -1% | ?
CC1(C)NC(=O)N(CC(=O)N2CCCC(C(F)(F)F)C2)C1=O (configuration not stated) | nt | 0% | 4% | -30% | 2% | 1% | -1 | -3% | nt | nt
CC(C)CN(C(=O)COC(=O)Cc1ccc(Cl)cc1)c1c(N)n(Cc2ccccc2)c(=O)[nH]c1=O | nt | 3% | 3% | 20% | -7% | -3% | 0 | -11% | nt | nt
COCCCNC(=O)/C(C#N)=c1\s/c(=C\c2ccccc2OC(F)F)c(=O)n1CCCOC | -12% | 5% | 39% | -32% | 1% | 19% | -4 | -3%[46.1 µM] | 26% | 1%
Cc1c(S(=O)(=O)N2CCCC(C(=O)O)C2)cnn1C (configuration not stated) | -3% | 0% | 7% | 12% | 8% | -4% | 12 | 1% | 6% | 14%
CCOc1ccc(NC(=S)NN(C)C(=S)Nc2ccc(OCC)cc2)cc1 | 11% | 0% | -2% | 13% | -1% | 0% | -3 | 0%[46.1 µM] | -3% | -14%[11.5 µM]
COC(=O)c1sc(-c2cccs2)cc1NC(=O)/C=C/C(=O)O | nt | -10% | 15% | -42% | 0% | 36% | -24 | 27% | 77%[activator] | ?
CCCn1c(CCC(=O)O)ccc1-c1ccc(OC)cc1 | -5% | -5% | 385%[activator] | -39% | -3% | nt | nt | -34% | 2% | 5%
CCOC(=O)CSc1nc(-c2ccncc2)ccc1C#N | 1% | -5% | 5% | -12% | 9% | 6% | -9 | 13% | -2% | ?
O=C(COc1ccccc1Cl)Nc1ccc(N2CCCC2)cc1 | nt | -7% | -5% | 22% | -2% | -17% | -25 | 0% | -14% | 4%
O=C(NCc1ccc(F)cc1)c1noc2c1CCCCC2 | 15% | 0% | 0% | 12% | 5% | -1% | 1 | 8% | 1% | 5%
O=C(c1ccc(Cl)cc1[N+](=O)[O-])N1CCOCC1 | 10% | -1% | 5% | 7% | ? | 1% | 20 | 0% | -6% | ?
CCOC(=O)C1CCN(C2CCN(Cc3nc(-c4ccccc4)no3)CC2)CC1 | -8% | -1% | 1% | -23% | 1% | -1% | -5 | -4% | -8% | -4%
N#CCCN(C(=O)COc1ccc(F)cc1Br)c1ccccc1F | 1% | -11% | 4% | 7% | -2% | 1% | 4 | 3% | -4% | 20%
COc1ccc(CCNC(=O)CSc2nn(-c3ccccc3)c(=S)s2)cc1 | nt | -3% | -2% | -6% | -4% | -5% | -37 | -18% | -1% | 0%
O=C(c1cccc(Cl)c1)N1CCN(c2ncccn2)CC1 | 3% | 0% | 3% | -16% | 4% | 1% | 5 | -18% | 7% | 1%
O=C(NCc1ccccc1Cl)C1CCCN(S(=O)(=O)c2cccc3nonc23)C1 (configuration not stated) | -16% | 2% | -1% | 16% | -5% | 5% | -9 | -1% | 4% | 15%
Cc1cccc(NC(=O)CC(C)(C)C)c1 | 41%[activator] | -5% | -1% | 30% | -5% | 4% | -1 | 7% | 19% | -9%
COc1ccc(N(CC(=O)NCCc2ccccc2)C(=O)c2csnn2)cc1OC | -29% | 0% | 0% | 6% | -2% | 2% | 13 | -4% | -4% | 0%
Nc1ncnc2c(C3OC(CO)C(O)C3O)c[nH]c12 (configuration not stated) | nt | 3% | 3% | -1% | nt | nt | nt | 1% | nt | nt
O=C(NCCCN1CCN(c2ccccc2F)CC1)C1CCN(S(=O)(=O)c2cccs2)CC1 | 0% | -5% | 2% | -10% | 0% | -4% | -3 | 6% | -14% | 7%
CCC(Oc1ccccc1)C(=O)N1CCN(CC)CC1 (configuration not stated) | 2% | -8% | 4% | 3% | 1% | -2% | 10 | 6% | 28% | -2%
O=C(COC(=O)c1ccccc1F)Nc1cccnc1Cl | -1% | -1% | 0% | -15% | -1% | 3% | -2 | 2% | 0% | -8%
COc1ccc(Cl)cc1C(=O)CSc1nnnn1C | 16% | 1% | 0% | 28% | 1% | 1%[11.5 µM] | 15 | 3% | 8% | -7%
COCC(=O)N/N=C/c1c(C)[nH]n(-c2ccccc2)c1=O | -11% | 0% | 3% | -10% | 3% | -2% | 12 | -12% | 14% | 4%
COC(=O)C(CC(=O)Nc1cc(C)ccc1C)Nc1ccccc1OC (configuration not stated) | -5% | -2% | 0% | 41% | 1% | 1% | 5 | -5% | -12% | 0%
Cc1ccnc(NS(=O)(=O)c2ccc(NC(=O)c3ccc(Br)o3)cc2)n1 | -1% | -6% | 1% | 0% | 1% | 2% | -5 | 15% | 15% | -2%
O=C(OCc1cc(Cl)ccc1OC(F)F)c1cc(S(=O)(=O)O)ccc1O | -10% | nt | nt | nt | 1% | -4% | 5 | nt | 2% | -2%
COc1ccc(NC(=O)CN(C)C(=O)c2cccc(S(=O)(=O)Nc3ccc(OC)cc3)c2)cc1 | nt | 0% | -3% | -6% | -4% | 4% | -4 | 2% | nt | nt
COc1ccc(CCn2ccc(O)c(Cc3ccc(Cl)cc3)c2=O)cc1OC | 20% | 0% | 1% | 4% | -1% | 2% | -20 | -6% | 3% | -9%
O=C(COC(=O)c1ccccc1C(=O)N1CCN(c2ccccc2)CC1)Nc1ccccc1 | 3% | -9% | -3% | 19% | -3% | 0% | -5 | -2% | -4% | 2%
CC(C)N1C(=O)c2ccccc2N(Cc2ccccc2)S1(=O)=O | nt | 0% | -2% | 2% | 4% | 17% | -18 | 4% | -3% | 4%
CCSc1nnc(NC(=O)CSc2nccn2-c2cccc(C)c2C)s1 | 6% | 1% | -11% | -24% | 9% | 0% | -9 | -2% | 0% | -3%
CC(O)(CS(=O)(=O)Cc1ccc(Cl)cc1)C(=O)Nc1cccc(C(F)(F)F)c1 (configuration not stated) | nt | -5% | -7% | -29% | -5% | -3% | 0 | -1% | -8% | -7%
Cc1ccc(C)c(C(=O)COC(=O)C(C)N2C(=O)C3C4CCC(C4)C3C2=O)c1 (configuration not stated) | nt | -6% | 6% | 45% | 3% | -5% | -5 | 2% | 3% | -7%
C/C=C/Cn1cccc(C(=O)Nc2ccc(OC)cc2)c1=O | -7% | -2% | -2% | 9% | 5% | 2% | 18 | -7% | 3% | -1%
O=[N+]([O-])c1ccc(N=Nc2ccc(O)c3ccccc23)cc1 | nt | -7% | -6% | -66%[inhibitor] | nt | nt | nt | 5% | nt | nt
COc1ccc(C(C(=O)NC2CCCCC2)N(C(=O)c2ccco2)c2ccccc2C(C)=O)cc1OC (configuration not stated) | nt | -2% | -4% | -20% | -3% | -2% | -3 | 7% | 1% | -4%
CCn1c(N2CCN(CC(=O)Nc3cccc(C)c3C)CC2)nc2ccccc21 | -20% | -5% | 5% | -16% | -9% | -9% | -12 | -1% | 2% | 2%
O=C(O)/C=C/c1ccc2ccccc2n1 | -16% | 0% | 4% | -43% | -8% | -3% | -4 | -4%[46.1 µM] | -4% | -9%
Cn1c(SCC(=O)NC2CC2)nnc1C1CC1 | nt | -8% | 8% | ? | -3% | 6% | -2 | -5% | -1% | -3%
